# D2 potentiator = positive allosteric modulators of human D2 dopamine receptor; P14416; HEK293 T-REx D2, calcium flux, EC20 dopamine potentiation; potentiation, % at 10 µM; 0.34% of 340,000 active; AID 485347;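 active = potentiation over 3 SD above the plate norm, cut at about 30% in these data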; also: 0% is about no effect
# Target sequence (P14416 whole entry, looked up): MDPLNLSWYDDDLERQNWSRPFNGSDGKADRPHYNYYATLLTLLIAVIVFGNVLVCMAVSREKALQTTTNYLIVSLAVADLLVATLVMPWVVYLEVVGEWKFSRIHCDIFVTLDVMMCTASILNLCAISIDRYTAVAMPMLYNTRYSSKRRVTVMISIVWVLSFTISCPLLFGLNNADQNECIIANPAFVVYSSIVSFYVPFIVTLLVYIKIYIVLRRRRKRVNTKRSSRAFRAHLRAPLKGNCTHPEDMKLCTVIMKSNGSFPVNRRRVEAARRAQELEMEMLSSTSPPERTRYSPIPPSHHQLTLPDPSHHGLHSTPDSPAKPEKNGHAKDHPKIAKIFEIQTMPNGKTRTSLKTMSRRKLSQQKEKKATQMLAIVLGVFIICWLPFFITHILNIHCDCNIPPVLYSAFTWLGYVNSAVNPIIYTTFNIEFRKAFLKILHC
#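 Tetracycline-induced Hek293 Trex D2 cells, force-coupled to calcium, loaded with no-wash calcium dye. Compound added with 180 s kinetic read for agonism, then EC20 dopamine and a further 180 s read for potentiation.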
# D2 antag = D2 dopamine receptor (human) antagonism; HEK293 TREx D2 cells, calcium flux, dopamine EC80; inhibition, % at 10 µM; 2% of 340,000 active; in the data active = inhibition above about 30%; also: 0% is about no effect
#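 HEK293 T-REx D2 cells, tet-induced, calcium dye no-wash. Cpd pintool add, 180 s kinetic, then EC80 DA, 180 s kinetic. Ca flux read.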
# TRHR PAM = allosterically enhances the human TRH receptor; P34981; TRHR cells, fluo-8 calcium fluorescence, EC20 TRH enhancement; enhancement, % at 2 µM; 0.66% of 360,000 active; AID 493056; in the data active = enhancement above about 30%; also: 0% is about no effect
# Target sequence (P34981 whole entry, looked up): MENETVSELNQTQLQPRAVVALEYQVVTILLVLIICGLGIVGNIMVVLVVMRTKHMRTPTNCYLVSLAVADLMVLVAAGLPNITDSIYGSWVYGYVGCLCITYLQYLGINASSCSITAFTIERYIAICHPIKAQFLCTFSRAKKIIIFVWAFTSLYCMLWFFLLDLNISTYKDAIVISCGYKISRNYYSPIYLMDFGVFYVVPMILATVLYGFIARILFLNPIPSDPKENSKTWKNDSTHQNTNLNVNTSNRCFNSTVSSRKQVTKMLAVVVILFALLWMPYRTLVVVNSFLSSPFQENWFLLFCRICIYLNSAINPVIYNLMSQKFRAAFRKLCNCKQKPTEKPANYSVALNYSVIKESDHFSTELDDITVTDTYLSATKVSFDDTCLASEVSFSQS
#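 TRHR-expressing cells loaded with fluo-8 calcium dye were read kinetically (ex 480/em 530) during compound addition, then stimulated with an EC20 of TRH (10 nM final). Enhancement of the Gq-mediated intracellular calcium response was scored.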
# D1 antag = human D1 dopamine receptor antagonism; HEK293 TREx D1 cells, calcium flux, dopamine EC80; active compounds read low; activity change, negative = inhibition, % at 10 µM; 3.2% of 360,000 active; AID 504652; in the data active = activity change below about -30%; also: % is scaled to controls: 0 for no effect and ±100 for the full control effect
#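 Tetracycline-induced HEK293 T-REx cells with force-coupled D1 receptor were loaded with a no-wash calcium dye. Compound was added after a 10 s baseline and read kinetically for 180 s; EC80 dopamine was then added and calcium flux followed another 180 s.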
# D1 agonist = agonists of human D1 dopamine receptor; 1% of 360,000 active; HEK293 T-REx D1 cells, calcium flux, agonist mode; AID 504660; activation, % at 2 µM; P21728; also: 0% is about no effect
#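 Tetracycline-induced HEK293 TREx D1 cells, force-coupled to calcium signalling, were dye-loaded with a no-wash calcium kit. Compound was pin-added after a 10 s baseline. Fluorescence was read kinetically at 1 cycle/s for 180 s, with calcium rises flagged as agonism.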
# TRHR agonist = activates the human TRH receptor. P34981. 0.18% of 360,000 active. activation, % at 2 µM. TRHR cells, calcium flux fluo-8, FDSS agonist mode; also: 0% is about no effect
#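 TRHR-expressing cells, plated overnight in medium with 10% serum, were loaded with fluo-8 calcium dye at room temperature. After a 10 s baseline, library compound was pin-added and calcium release was recorded kinetically (ex 480/em 530) as agonist response.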
# RXFP1 antagonist = antagonists of human relaxin receptor RXFP1; 0.59% of 350,000 active; activity change, negative = inhibition, % at 57.5 µM; HEK293-RXFP1, relaxin-stimulated cAMP HTRF, 30 min; active compounds read low; AID 1259400;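 active = activity change of -60% or lower, but not beyond a set lower limit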; also: % is scaled to controls: 0 for no effect and ±100 for the full control effect
# D2 agonist = activates the human D2 dopamine receptor | activation, % at 2 µM | HEK293 T-REx D2 cells, calcium flux agonist mode | 0.53% of 340,000 active | P14416 | AID 485358;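 active = activation over 3 SD above normal in the single-dose calcium agonist read, cut at about 30% in these data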; also: 0% is about no effect
#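 HEK293 Trex D2 cells, tetracycline-induced, o/n 30 C 5% CO2; no-wash Ca dye, RT 30–90 min; 10-cycle baseline, 23 nl cpd added, kinetic Ca read 180 s; agonist hits = positive Ca response.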
# D1 potentiator = human D1 dopamine receptor positive modulation. P21728. HEK293 TREx D1 cells, calcium flux, dopamine EC20 potentiation. potentiation, % at 10 µM. 0.036% of 360,000 active. AID 504651; in the data active = potentiation above about 30%; also: 0% is about no effect
# An asterisk follows results filed as active; . = not tested or not shown. Rule as the data show it, unless noted: active = activation above about 30%; inactive = the rest.
SMILES,D2 potentiator,D2 antag,TRHR PAM,D1 antag,D1 agonist,TRHR agonist,RXFP1 antagonist,D2 agonist,D1 potentiator
COc1ccc(N2CCN(C(=O)c3ccc(-c4nc5ccccc5s4)o3)CC2)cc1,-5.6,-10.4,4.9,2.6,2.6,1.6,1.9,0.5,-4.0
CC(=O)Nc1cccc2c1C(=O)N(c1cccc(C)c1)C2=O,-1.5,12.1,2.5,1.5,-0.1,-0.4,14.5,-0.6,0.5
CCOc1ccc(S(=O)(=O)c2cn(Cc3cc(C)ccc3C)c3ccc(OCC)cc3c2=O)cc1,-4.4,.,22.2,8.2,8.0,1.4,0.3,0.6,-1.6
C#CCNC(=O)C1=C[C@@H](C2CCCCC2)C[C@@H](OCCCCO)O1,1.2,-3.8,2.1,-2.2,-0.1,-0.1,.,0.0,-0.8
COc1ccccc1CCNC(=O)Cc1cccs1,-5.9,-3.3,11.0,4.2,1.2,0.1,-1.5,1.2,-0.6
Cc1oc2ncnc(N3CCCCC3)c2c1C(=O)NCC1CCN(Cc2cccc(F)c2)CC1,2.9,.,14.8,-8.9,0.3,-1.5,.,-0.5,4.2
CC(C)CCNC(=O)CCCC1=NS(=O)(=O)c2ccccc2N1,-25.2,4.8,0.7,-14.0,2.7,0.8,-4.9,-0.3,3.2
CCn1cc(/C=C/C(=O)Nc2c(C)nn(Cc3ccccc3)c2C)cn1,6.4,-37.0,34.6*,1.0,9.3,-2.2,-5.0,-1.0,-1.8
CC(=O)Oc1ccc(/C=N/NC2=NS(=O)(=O)c3ccccc32)cc1,15.2,-24.0,6.1,-14.5,1.5,1.2,3.1,2.4,1.1
CC1CCCC(C)N1C(=O)COC(=O)c1cc(S(=O)(=O)N2CCOCC2)ccc1Cl (configuration not stated),4.1,-5.8,-6.2,-16.9,1.3,-0.1,-35.2,0.4,-5.2
O=C(Nc1cccc2ccccc12)c1ccc(OC(=S)N2CCOCC2)cc1,11.3,.,1.6,-22.3,5.3,0.6,-26.6,.,-4.0
COc1ccc(-n2ncc3c(N4CCC(C(N)=O)CC4)ncnc32)cc1,-18.2,11.3,-2.6,32.0,0.2,0.4,5.3,-1.3,-2.4
CC(=O)Nc1ccc(S(=O)(=O)NCC(=O)OCC(=O)N2CCc3ccccc32)cc1,-11.0,-17.1,-1.5,7.0,3.0,0.0,0.4,-1.4,-0.8
CC(C)CCNc1nc2c(cc1C#N)COC(C)(C)C2,1.5,-34.6,-4.3,-3.8,1.4,1.1,0.3,-0.3,4.8
CC(=O)Nc1ccc(NC(=O)C2CC(=O)N(C(C)C)C2)cc1 (configuration not stated),-2.8,-4.7,2.2,3.1,1.8,0.2,-12.0,0.1,-2.2
CCCN1CCN(CCCNC(=O)CN2C(=O)COc3ccccc32)CC1,0.3,-2.3,2.8,5.6,1.1,-2.1,-17.1,-0.9,-6.2
COc1ccc(N2CCN(C(=O)c3ccc(Br)cc3)CC2)c([N+](=O)[O-])c1,-2.2,1.9,-2.0,-19.4,7.0,-0.1,3.5,1.0,-3.3
O=C(COc1ccccc1Cl)Nc1ccc(OCc2cc(=O)n3ccsc3n2)cc1,2.9,.,-0.9,-3.0,0.0,0.1,.,0.6,-3.0
Cc1ccc(-n2c(C(C)C)nc3oc4ccccc4c(=O)c3c2=O)cc1,-5.9,-5.1,-3.0,-7.7,27.6,9.7,-9.8,3.8,-2.4
CCN(C(=O)CSc1nc2ccccc2n1CC(=O)N(C)C1CCCCC1)c1ccccc1,1.8,.,-4.5,-7.0,-1.8,-1.3,.,.,0.8
CC1CCCC(NC(=O)COC(=O)c2cccnc2Cl)C1C (configuration not stated),-7.9,-6.9,3.1,-0.9,1.7,0.4,6.4,0.0,-6.3
O=C(CSc1ncnc2c1nnn2Cc1ccccc1)NC1CCCCC1,-3.5,-6.6,1.1,2.1,3.2,-0.4,-5.4,-1.3,-2.6
COc1cccc(OC)c1NC(=O)CN1CCN(C)CC1,-4.1,-9.2,10.7,8.8,6.2,-0.4,-4.6,-1.8,7.1
COc1ccc(N(Cc2cc3cccc(C)c3[nH]c2=O)S(=O)(=O)c2ccc(Cl)cc2)cc1,-3.8,3.7,-0.7,-10.5,6.6,0.7,5.2,-0.4,-5.9
CCOc1ccc(N(CC(N)=O)S(=O)(=O)c2ccc(F)cc2)cc1,.,.,-11.0,-12.4,-0.1,-0.3,0.7,.,-8.5
Cc1cc(Cl)ccc1OCC(=O)NC(=S)Nc1ccccc1N1CCOCC1,20.5,-3.5,6.1,4.4,3.4,1.0,5.9,3.3,3.8
CC(=O)c1cccc(NC(=O)C2CCN(C(=O)c3ccccc3Cl)CC2)c1,-13.2,-2.7,-2.2,6.7,2.0,0.1,3.3,-0.3,-2.1
COc1cccc(/C=N/NC(=O)CNC(=O)c2ccco2)c1O,-6.7,-5.3,-1.3,-7.7,1.0,0.5,3.2,-0.5,-6.1
COc1ccc(NC(=O)CCc2ccccc2)cc1S(=O)(=O)N1CCOCC1,-10.3,3.0,-6.0,-1.7,2.4,0.1,6.4,1.1,.
COc1ccc(CCNC(=O)C2CCN(S(=O)(=O)c3cc(OC)ccc3OC)CC2)cc1,-2.1,4.1,0.0,42.2,-2.3,-1.2,-7.7,0.9,-3.4
COc1ccccc1NC(=O)CC(c1ccc(OC(C)C)cc1)c1ccccc1OC (configuration not stated),-11.9,.,-1.8,10.0,1.4,0.1,.,.,-0.6
COc1ccc(-n2c(SCC#N)nnc2-c2cccnc2)cc1,2.7,16.3,-3.1,0.5,4.5,0.2,11.3,-1.1,-7.7
O=C(CN(Cc1ccc2c(c1)OCO2)C(=O)CNS(=O)(=O)c1ccccc1)NCc1ccco1,-3.9,15.5,-4.1,3.3,5.1,-0.1,-2.1,-0.1,0.8
O=[N+]([O-])c1cc(Cl)ccc1-c1nc(-c2ccncc2)no1,13.1,1.9,-2.2,-14.4,1.8,-0.2,-0.4,-0.1,-3.4
CC(C)CCNCC(O)CON=C1c2ccccc2-c2ccccc21 (configuration not stated),16.5,-1.6,4.6,8.1,49.6*,-0.6,-14.9,-0.2,3.9
O=C(CCNC(=O)c1ccc(Cl)cc1)NCc1ccccc1Cl,-6.2,11.4,-9.0,-3.2,0.3,-0.4,-1.8,0.1,0.4

# Rewritten as labelled records: part of the list above
COc1ccc(-n2c(SCC#N)nnc2-c2cccnc2)cc1
  D2 potentiator: 2.7 | D2 antag: 16.3 | TRHR PAM: -3.1 | D1 antag: 0.5 | D1 agonist: 4.5 | TRHR agonist: 0.2 | RXFP1 antagonist: 11.3 | D2 agonist: -1.1 | D1 potentiator: -7.7

O=C(CN(Cc1ccc2c(c1)OCO2)C(=O)CNS(=O)(=O)c1ccccc1)NCc1ccco1
  D2 potentiator: -3.9 | D2 antag: 15.5 | TRHR PAM: -4.1 | D1 antag: 3.3 | D1 agonist: 5.1 | TRHR agonist: -0.1 | RXFP1 antagonist: -2.1 | D2 agonist: -0.1 | D1 potentiator: 0.8

O=[N+]([O-])c1cc(Cl)ccc1-c1nc(-c2ccncc2)no1
  D2 potentiator: 13.1 | D2 antag: 1.9 | TRHR PAM: -2.2 | D1 antag: -14.4 | D1 agonist: 1.8 | TRHR agonist: -0.2 | RXFP1 antagonist: -0.4 | D2 agonist: -0.1 | D1 potentiator: -3.4

CC(C)CCNCC(O)CON=C1c2ccccc2-c2ccccc21 (configuration not stated)
  D2 potentiator: 16.5 | D2 antag: -1.6 | TRHR PAM: 4.6 | D1 antag: 8.1 | D1 agonist: 49.6* | TRHR agonist: -0.6 | RXFP1 antagonist: -14.9 | D2 agonist: -0.2 | D1 potentiator: 3.9

# New compounds follow:
SMILES,D2 potentiator,D2 antag,TRHR PAM,D1 antag,D1 agonist,TRHR agonist,RXFP1 antagonist,D2 agonist,D1 potentiator
CCOC(=O)Cc1csc(NC(=O)CCCCCN2C(=O)c3ccccc3C2=O)n1,8.6,8.0,3.2,-19.7,13.7,-0.5,-11.3,0.0,-8.4
CC(C)C(NC(=O)c1cccc(S(=O)(=O)N2CCOCC2)c1)C(=O)NCCc1ccccn1 (configuration not stated),1.2,-21.7,1.7,10.6,2.1,0.5,0.2,-2.5,-2.5
CCOc1ccc(CCNC(=O)Cn2nc(-c3ccc(C)cc3)ccc2=O)cc1OCC,.,.,2.2,7.2,-2.0,-1.4,-1.1,0.6,1.4
Cc1nc(N2CCN(S(=O)(=O)c3ccccc3)CC2)c2c3c(sc2n1)CC(C)CC3 (configuration not stated),14.0,9.1,8.9,7.0,0.5,-0.8,3.3,-0.2,-0.4
Cc1ccc(C)c(CNC(=O)c2ccc3c(c2)nc2n3CCOC2)c1,2.3,.,-3.6,0.5,1.4,-0.2,-13.0,0.0,-1.4
CN(CC(=O)Nc1ccccc1Cl)C(=O)CSc1ncc(C(F)(F)F)cc1Cl,-2.4,1.0,5.7,5.3,-0.6,-0.5,-4.7,-0.8,4.1
CCOC(=O)Cc1nc(-c2ccccc2)n[nH]1,-0.4,-12.4,-1.7,6.4,0.6,0.3,1.2,1.9,-2.9
COc1ccc(-c2noc(CN3CCCC(OCc4ccccn4)C3)n2)cc1 (configuration not stated),-4.4,14.6,-5.8,3.5,2.9,0.2,-7.1,0.0,-4.3
CCOC(=O)c1c(-c2ccco2)csc1NC(=O)CSc1nnc(N)s1,-2.3,9.4,13.8,-0.6,2.8,-0.2,-27.0,0.7,-5.2
Cc1ccc(C)c(SCC(=O)OCC(=O)N2CC(C)OC(C)C2)c1 (configuration not stated),2.3,-11.9,1.2,11.2,0.7,-0.3,-19.3,1.5,8.8
COC(=O)c1sccc1NC(=O)c1ccc(C)cc1,8.6,-22.0,-6.5,11.3,6.2,-0.6,7.7,-1.5,0.8
O=C(NCCc1nnc2ccc(SCC(=O)N3CCCC3)nn12)c1ccc(F)cc1,10.8,-10.8,5.5,-1.3,0.8,0.2,2.9,0.0,2.5
COc1ccc(Cn2c(SCC(=O)NCc3ccccc3)nc3ccccc32)cc1,5.8,.,-12.2,-12.1,28.5,2.9,.,-2.1,0.1
COc1cc2c(cc1OC)CN(C(=O)Cc1ccccc1)CC2,.,.,-0.1,-4.7,4.1,0.4,2.4,.,0.8
Cc1cc(Cl)ccc1Oc1ccc(C(N)=O)cc1[N+](=O)[O-],1.0,-4.2,4.2,3.1,1.4,-1.1,-3.4,0.0,-1.6
COc1ncccc1C(=O)N1CCCC(N2CCN(c3cccc(Cl)c3)CC2)C1 (configuration not stated),-8.5,-12.4,4.4,-2.4,5.1,-0.4,2.7,21.2,5.2
CC1CCCCN1C(=O)CSc1nnc(-c2ccco2)n1CC1CCCO1 (configuration not stated),-4.0,-9.5,1.9,-10.5,3.6,0.4,7.7,-1.2,1.1
COc1ccc(CCNC(=O)CCS(=O)(=O)c2ccc(C)cc2)cc1OC,-12.9,-9.6,2.4,-18.8,-0.9,0.5,5.5,0.4,1.5
CN(C)S(=O)(=O)N1CCc2ccc(NC(=O)c3ccc(C(F)(F)F)cc3)cc2C1,-3.8,8.0,-2.6,-6.2,14.5,0.8,-0.6,0.5,-4.5

# Source: PubChem
